CXXC DNA block – MLL CXXC-DNA interaction inhibition; MLL-CXXC / FITC-HOXA9 DNA fluorescence polarization; Potency, µM (titrated, usually from 115 µM), inactives show top-dose activity change, negative = inhibition, actives largely listed as inhibitors; 290,000 tested, 0.037% active; AID 2662; active means well fitted inhibition curve with a large enough effect in the polarisation, with a control signal flat, not every such curve was filed as active; inconclusive means small, poorly fitted or top-dose-only effect, or effect the other way, or a change in a side signal; inactive means no such curve, though single readings can be large or run the other way; the % refers to the polarisation; further: potency means the concentration at half of the fitted maximal effect
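Purified MLL-CXXC (added from a 7 uM solution) was preincubated 5 min at ambient with pinned compounds in 50 mM Tris-HCl pH 7.5, 50 mM NaCl, 1 mM DTT, 0.05% BSA. Fluorescein-labeled HOX-A9 DNA (50 nM solution) followed, 30 min, then polarization read.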
TRPV1 agonist – human TRPV1 agonism; activation, % at 8.33 µM; TRPV1-expressing cells, Fluo-8 calcium influx, agonist mode; 320,000 tested, 0.19% active; AID 540275; Q8NER1; in the data active means activation above about 80%; inconclusive means between about 30% and that limit; further: 0% is about no effect
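TRPV1-expressing cells were cultured overnight at 35.5C and loaded with Fluo-8 calcium dye for 40 to 90 min at room temperature. After a 10 s baseline, compound was added and calcium influx was read kinetically for 3 min (ex 480/em 520 nm).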
TSG101-PTAP inh – blocks PTAP/TSG101 interaction to inhibit HIV-1 budding | Potency, µM (doses to about 115 µM), for the others: at the highest dose activity change, negative = inhibition, most hits filed as inhibitors | Fluorescence polarization, FITC-PTAP peptide / Tsg101 binding | 340,000 tested, under 10 active | Q99816; active means well fitted inhibition curve with a large enough effect in the main read-out, with a control signal flat, not every such curve was filed as active; inconclusive means small, poorly fitted or top-dose-only effect, or effect the other way, or a change in a side signal; inactive means no such curve, though single readings can be large or run the other way; further: potency means the concentration at half of the fitted maximal effect; % of control where 0% means no effect
Target sequence (Q99816 whole entry, looked up): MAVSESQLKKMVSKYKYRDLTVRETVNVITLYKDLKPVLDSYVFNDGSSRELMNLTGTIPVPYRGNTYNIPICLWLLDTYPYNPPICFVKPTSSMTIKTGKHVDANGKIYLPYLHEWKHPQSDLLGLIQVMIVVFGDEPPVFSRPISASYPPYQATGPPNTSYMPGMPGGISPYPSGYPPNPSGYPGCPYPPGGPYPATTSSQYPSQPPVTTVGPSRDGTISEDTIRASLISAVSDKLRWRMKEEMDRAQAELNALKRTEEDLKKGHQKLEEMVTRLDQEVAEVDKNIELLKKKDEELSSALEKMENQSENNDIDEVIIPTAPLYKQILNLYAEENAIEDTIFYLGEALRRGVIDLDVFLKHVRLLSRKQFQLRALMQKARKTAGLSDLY
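Tsg101 binding domain (10 uM final) was mixed with compound and a FITC-labeled PTAP peptide (50 nM final) in HEPES pH 7.5 buffer with NaCl, Tween 20, EDTA and TCEP; fluorescence polarization was read after 20 min at r.t.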
TCR activator – T cell receptor activation | Potency, µM (series often up to 9.22 µM), for inactives: at the highest dose activation of IL-2 secretion, most hits filed as activators | 330,000 tested, under 10 active | primary human leukocytes, anti-CD3, IL-2 HTRF, 48 h | AID 504894; further: % of control where 0% means no effect
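48 hr co-incubation of compounds, a-CD3 beads and primary human leukocytes; IL-2 quantified homogeneously by HTRF with anti-IL-2 K and d2 conjugates.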
p53 reactivator – mutant p53 re-activation in reporter cells. H1299 p53-A138V BP100-luciferase reporter, luminescence, 24 h. Potency, µM (series often up to 92.2 µM), inactives show at the top dose activity change, positive = activation, hits mostly activators. 320,000 tested, 0.063% active; further: potency means the concentration at half of the fitted maximal effect; % of control where 0% means no effect; nearly all actives have a fitted effect of over 45% in size
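p53-null H1299 cells stably carrying temperature-sensitive p53-A138V and a BP100-luciferase reporter were pinned with compounds (4-point, 1:5 series) and held 24 hrs at 37 deg C. Luminescence was read 10 min after detection reagent.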
AT treatment – candidate therapy for ataxia-telangiectasia | […] A-T fibroblasts, KAP-1 phosphorylation AlphaLISA; neocarzinostatin DNA damage 30 min before lysis | Potency, µM (titrated, usually from 57.5 µM), without a hit: at the highest dose activation, most hits filed as activators | 320,000 tested, 0.19% active; further: potency means the concentration at half of the fitted maximal effect; % of control where 0% means no effect; nearly all actives have a fitted effect of over 45% in size
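ATM-like activity read as KAP-1 phosphorylation via AlphaLISA donor/acceptor antibody pairs after lysis and 6 hr at 25C. Cells were ATM-null patient fibroblasts ([…], hTERT), dosed 60 min, then exposed to the DSB inducer NCS for 30 min.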
B2AR arrestin – recruits beta-arrestin to the human beta2-adrenergic receptor; beta-arrestin recruitment to beta2AR, cell-based reporter; Potency, µM (series often up to 46.1 µM), for the others: at the top dose activation, most hits filed as activators; 330,000 tested, 0.02% active; AID 492947;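 further: potency means the concentration at half of the fitted maximal effect; 0% = DMSO controls and full agonism = EC100 isoproterenol or metaproterenol; nearly all actives have a fitted effect of over 65% in size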
Target sequence (P07550 whole entry, looked up): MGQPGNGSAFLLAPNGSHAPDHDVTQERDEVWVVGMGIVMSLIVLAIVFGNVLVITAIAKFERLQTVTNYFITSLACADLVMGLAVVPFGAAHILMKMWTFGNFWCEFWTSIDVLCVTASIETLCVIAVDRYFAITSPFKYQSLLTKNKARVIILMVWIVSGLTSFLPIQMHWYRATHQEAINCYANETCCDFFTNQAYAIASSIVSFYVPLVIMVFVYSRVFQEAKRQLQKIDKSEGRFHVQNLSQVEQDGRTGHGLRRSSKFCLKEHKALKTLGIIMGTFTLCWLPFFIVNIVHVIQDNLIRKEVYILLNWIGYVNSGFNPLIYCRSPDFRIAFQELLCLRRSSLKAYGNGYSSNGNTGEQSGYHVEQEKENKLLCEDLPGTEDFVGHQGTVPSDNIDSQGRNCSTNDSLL
ELG1 DNA repair – ELG1-dependent DNA repair inhibition. HEK293T ELG1-luciferase reporter, luminescence, 16 h; DNA damage induced by 5-fluorouridine. Potency, µM (highest dose often 46.1 µM), inactives show at the highest dose activity change, negative = inhibition, actives largely listed as inhibitors. 330,000 tested, 2.3% active; further: potency means the concentration at half of the fitted maximal effect; on the % scale 0 is the no-effect control and ±100 the full control effect; nearly all actives have a fitted effect of over 55% in size
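HEK293T cells expressing luciferase-tagged ELG1 (2,000/well) received 5-Fluorouridine plus compound or DMSO for 16 hr at 37 °C. Luciferase was read by ONE-Glo luminescence after 30 min at room temperature.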
a7 integrin act – activates integrin-mediated alleviation for muscular dystrophy. alpha7betagal myoblasts, beta-gal FDG fluorescence, 48 h. Potency, µM (titrated, usually from 38.3 µM), without a hit: at the top dose activation, hits mostly activators. 350,000 tested, 0.064% active;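 further: potency means the concentration at half of the fitted maximal effect; 100% = response of the positive control SU9516; nearly all actives have a fitted effect of over 60% in size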
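Alpha7betagal+/- myoblasts (passage 13) were plated 16-24 hr, then exposed to compounds (1:260 dilution of DMSO stock) for 48 hours at 37C. After MPER lysis, β-galactosidase reporter activity was read as FDG fluorescence (ex 480/em 540) after 30 minutes.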
BRCA1 expr up – increases BRCA1 expression; MCF7-BRCA1-FFLuc reporter, luminescence, 48 h; response scale: scaled: vehicle 0%, 10 µM genistein 100%; Potency, µM (titrated, usually from 46.1 µM), for the others: at the highest dose activation, hits mostly activators; 380,000 tested, 1.1% active; AID 624202; further: potency means the concentration at half of the fitted maximal effect; nearly all actives have a fitted effect of over 80% in size; some results filed as inactive show a strong effect at the top dose
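MCF7-BRCA1-FFLuc cells, 2000/well in phenol-red-free MEM, attached 2 h then treated 48 h at 37 C. Luciferase luminescence read 15 min after reagent; normalized to genistein maximum activation (10microM) and DMSO, concentration-response fitted.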
* marks the source's active call; other numbers are inactive results; u = inconclusive; x = not tested or not shown; [ ] = dose if it differs, or a comment. Unless noted, the call rests on the fitted dose curve; in most records, active means well fitted curve in the direction sought with a large enough effect; inconclusive means small, poorly fitted or top-dose-only effect, or another doubt; inactive means no such curve, though single readings can be large; an effect the other way counts as inactive or inconclusive.

SMILES | CXXC DNA block | TRPV1 agonist | TSG101-PTAP inh | TCR activator | p53 reactivator | AT treatment | B2AR arrestin | ELG1 DNA repair | a7 integrin act | BRCA1 expr up
CCc1c(C2(O)CCCCC2)[nH]c2c(C(=O)OC)cc(Cl)cc12 | 1% | 5 | -1% | -1% | x | -4% | -0.6% | u | -14% | -20%
CN(C)c1ccc(/C(=N\O)C(F)(F)F)cc1 | -4% | -1 | -3% | x | 4% | 9% | -0.3% | u | 7%[7.66 µM] | 0%
COc1cccc(CNc2cnc3ccccc3c2)c1O | 5% | 9 | -4% | 0%[46.1 µM] | u | x | -1.0% | u | -23% | u
O=c1c(Cl)c(O)c2cccc3c4ccccc4n1c23 | 5% | 1 | -5% | 4% | 1% | -6% | 3.2% | -6% | -11% | -31%
C/C(N)=C(/C#N)C(=O)COC(=O)c1cc(-c2ccccc2)nc2ccc(Br)cc12 | -7% | 5 | x | x | 3% | -4% | -0.1% | 6% | x | x
O=C(O)CC1(CC(=O)Nc2cccc(C(F)(F)F)c2)CCCC1 | -14% | 4 | 0% | 8% | 7% | 5% | -0.6% | 8% | -7% | 0%
N#CCCNS(=O)(=O)c1ccc(C(=O)OCCCOC(=O)c2ccc(S(=O)(=O)NCCC#N)cc2)cc1 | -6% | 0 | 0% | -3% | 0% | 5% | -0.2% | -2% | 21% | -14%
Cc1cccc(OCCCCn2c(CO)nc3ccccc32)c1 | -8% | u | -2% | -3% | x | 11% | 0.1% | -4% | 33% | 23%
S=C(NCc1ccco1)N/N=C/c1cccnc1 | -11% | -8 | -3% | -2% | -6% | 28% | 0.3% | -1% | 0% | -13%
CCCS(=O)(=O)N1CCC(C(=O)NCCCOC)CC1 | 3% | 2 | -9% | 6% | -7% | -6% | -0.7% | 9% | 5% | 1%
CCCCOc1ccc(/C(O)=C(\C#N)c2nc3ccccc3[nH]2)cc1 | 7% | -2 | -3% | 3% | -4% | 19% | -0.7% | 2% | -3% | 23%
CC1(C)Oc2ccc3ccc(=O)oc3c2/C(=C/N)C1=O | 1% | 13 | -2% | 3% | -23% | -1% | 0.1% | u | u | -11%
O=Nc1c(O)[nH]c2ccc(F)cc12 | 6% | -5 | -6% | -5% | -3% | -5% | 0.4% | -4% | 8% | -31%
C=CCOc1nc(-c2ccncc2)nc2ccccc12 | -3% | 15 | -2% | -8% | -6% | 17% | 0.0% | -18% | -21% | -2%
O=c1c2ccccc2c(=O)n(-c2ccccc2)n1-c1ccccc1 | x | x | -1% | 2% | x | x | x | x | -15% | -3%
Cc1ccc(C(=O)NNC(=O)C2CCN(Cc3ccccc3)CC2)cc1 | -4% | 4 | -4% | 4% | 1% | -2% | -0.2% | 10% | 8% | -30%
COc1ccccc1/C=C/CN1CCOCC1 | 11% | 0 | 0% | 5% | 0% | -9% | -0.3% | 17% | 2% | 0%
CC(=O)Nc1ccc(C(=O)OCC(=O)Nc2ccccc2F)cc1 | 10% | 0 | -3% | 3% | 0% | -2% | 0.0% | 12% | -28% | 37%
O=C(Nc1ccccc1Cl)C(=O)c1cn(CC(=O)N2CCOCC2)c2ccccc12 | 5% | 10 | -6% | 3% | 28% | -4% | -0.1% | u | 16% | 10%
COc1ccc(NS(=O)(=O)c2cccc(C(=O)N3CCN(Cc4ccc5c(c4)OCO5)CC3)c2)cc1 | x | 0 | -4% | -2% | 11% | 1% | -0.3% | u | 8% | -28%
O=C(N/N=C/c1ccc2c(c1)OCO2)c1cccc2ccccc12 | 6% | 0 | 0% | -4% | 16% | 2% | -0.2% | -12% | 6% | 3%
O=C(COc1cc(Cl)c(Cl)cc1Cl)NC(=O)NC1CCCC1 | 9% | 6 | -1% | -1% | 12% | x | -0.3% | u | 3% | 85%
CC1C(=O)C(C)C(c2cc(Cl)ccc2O)NC1c1cc(Cl)ccc1O (stereo not given) | -8% | 2 | 0% | 4% | -13% | 0% | 0.2% | u | -69%[inhibitor] | -74%
CCCNC(=O)c1cc(-c2ccc(Br)cc2)on1 | 1% | 0 | 0% | 3% | u | -2% | 0.0% | u | -6% | 1.8µM*
COc1cccc(NC(=O)CCN2CCN(C)CC2)c1 | -2% | 1 | -6% | -33% | 1% | -1% | -0.2% | -1% | -11% | 6%

The listing continues:
SMILES | CXXC DNA block | TRPV1 agonist | TSG101-PTAP inh | TCR activator | p53 reactivator | AT treatment | B2AR arrestin | ELG1 DNA repair | a7 integrin act | BRCA1 expr up
CC(=O)NCc1ccc(S(=O)(=O)NC(C)CCc2ccccc2)cc1 (stereo not given) | -1% | 0 | -4% | 4% | 2% | -2% | -0.9% | -6% | -6% | -18%
COc1ccc(N(CC(=O)Nc2cccc(C)c2C)S(=O)(=O)c2c(C)n[nH]c2C)cc1 | -7% | -2 | -6% | -9% | -1% | -13% | -0.2% | -18% | -8% | -51%
COc1ccc(C(=O)CCS(=O)(=O)c2ccc(C)cc2)cc1OC | 0% | 3 | -7% | 5% | -38%[inhibitor] | 1% | 8.5% | -5% | -55%[inhibitor] | -34%
CN(CC(=O)Nc1ccccc1)CC(=O)Nc1ccccc1Cl | 4% | 5 | -8% | -5% | 5% | 0% | -0.4% | u | 0% | 15%
c1ccc(C2[C@H]3CN(Cc4cccnc4)[C@H](c4ccccc4)C34CC2(c2cccnc2)C4)cc1 (stereo not given in full) | 2% | 10 | -10% | 10% | 1% | 6% | -0.4% | -13% | 10% | -35%
COc1cc(C)c(NC(=O)COc2ccc3c(c2)CCC3)cc1OC | x | 4 | -6% | 10% | 4% | 12% | 0.1% | -17% | -43% | -21%
O=c1[nH]cccc1-c1nc2ccccc2n1Cc1cccc(F)c1 | 4% | 0 | 0% | -7% | -9% | 5% | -0.1% | -2% | -16% | 0%
Cc1ccc(CS(=O)Cc2ccc(C(=O)NCc3cccs3)o2)cc1 (stereo not given) | 9% | 2 | -4% | -2% | -6% | -6% | -0.2% | 7% | -20% | 1%
Cc1cc(C)c2c(n1)sc1c(=O)[nH]c(SCc3ccccc3)nc12 | 1% | 0 | -3% | -3% | 5% | 1% | 0.2% | 19% | 2% | 9%
COc1ccc(C)cc1S(=O)(=O)N1CCOCC1 | 1% | 0 | -2% | -3% | -3% | -4% | -0.7% | 19% | 3% | 15%
CCC(C)C(=O)NCCc1ccc(S(N)(=O)=O)cc1 (stereo not given) | -2% | -1 | 1% | 1%[46.1 µM] | -4% | 7% | -4.5% | 18% | 23% | -21%
O=C(CN1CCC(Cc2ccccc2)CC1)NC(=O)NCc1ccco1 | 4% | 23 | 1% | -1% | -1% | 8% | 0.5% | -16% | 1% | 3%
Cc1ccccc1OCC(O)Cn1nnc2ccccc21 (stereo not given) | -1% | 3 | -4% | 4%[46.1 µM] | u | -3% | -0.1% | u | -11% | 13µM*
COc1cc2[nH]c(C(=O)N3CCN(c4ccccc4F)CC3)cc2c(OC)c1OC | 0% | 3 | -3% | 10% | -3% | -1% | -0.1% | 0% | -6% | -4%
CN(C)S(=O)(=O)c1ccc(C(=O)Nc2ccccc2C(=O)O)cc1 | 11% | 2 | -3% | 2%[46.1 µM] | 11% | -5% | -0.3% | 0% | 12% | 22%
NC(=O)c1ccccc1OCCOCCOCCOc1ccccc1C(N)=O | -3% | 2 | -5% | -59% | -5% | 11% | 0.1% | 2% | -10% | 8%
O=C1N[C@@H](Cc2ccccc2)COC(=O)[C@H](Cc2ccc(F)cc2)CC/C=C/C[C@@H]1CC(=O)N(CCO)Cc1ccccc1 | x | x | x | 2% | 4% | 2% | -0.1% | -11% | 12% | -38%
Cc1cc(NC(=O)c2ccccc2Oc2ccccc2)no1 | 4% | 19 | -5% | 4% | 4% | 10% | -1.7% | -7% | 7% | -1%
COC(=O)NCC(c1cccnc1)N1CCOCC1 (stereo not given) | 9% | 2 | -1% | 4%[46.1 µM] | 6% | -1% | -0.6% | -1% | 5% | -1%
COc1cc(OC)c(NC(=O)C2CC(=O)N(c3ccc4c(c3)OCCO4)C2)cc1Cl (stereo not given) | x | 3 | -1% | -5% | 5% | 9% | -0.6% | -21% | 2% | -17%
Cc1c(C)n(C(=O)CN2CCC(C)CC2)c2ccccc12 | 3% | -2 | -2% | -4% | -3% | u | -1.2% | 12% | 10% | -23%
C=CCOc1c(Cl)cc(CNn2cn[nH]c2=S)cc1OC | 5% | 12 | -1% | -4% | 18% | 9% | -0.1% | 2% | 0% | 15%
O=c1oc2ccccc2c(N2CCC(c3ccccc3)CC2)c1[N+](=O)[O-] | 0% | 1 | -2% | 0% | 0% | 2% | 0.2% | -20% | 10% | -19%
CCOc1cccc(-c2csc(C3COc4ccccc4O3)n2)c1 (stereo not given) | 22% | -2 | -3% | 5%[46.1 µM] | 26% | 0% | 0.2% | u | 19% | 5µM*
